MT1-MMP act inh: inhibitors of human MT1-MMP activation. P50281. HT1080 RFP-PRO-GFP cells, GFP/RFP ratio fluorescence, overnight; percent of plate control window, DMSO zero. GFP/RFP ratio change, % at 20 µM. 360,000 tested, 0.061% active. AID 651647;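 active = GFP/RFP ratio change of at least 30% with cell ATP level not reduced by more than half and red fluorescence within 50% of control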; note: strong numbers were not always called active
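Read-out: GFP/RFP fluorescence ratio; Test system: RFP-PRO-GFP reporter HT1080 cells; Compound dosing: single-point 20 µM compound, 1% DMSO; Times: overnight compound exposure at 37 °C.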
SUMO1 PPI mod: modulators of human SUMO1-mediated protein-protein interactions; 360,000 tested, 0.33% active; P63165; SUMO1 binding to a labelled peptide, TR-FRET, 1 h; inhibition, % at 20 µM; in the data active = inhibition above about 37%
NadD block: NadD (S. aureus) enzyme inhibition. purified NadD enzyme, colorimetric absorbance read-out. inhibition, % at 20 µM. 360,000 tested, 0.78% active; in the data active = inhibition above about 26%; note: some compounds past the cut are filed as inactive
SKN-1 block: C. elegans SKN-1 inhibition; C. elegans VP596 Pgst-4::GFP/RFP ratio, acrylamide-induced, 24 h; inhibition, % at 21.8 µM; 360,000 tested, 0.49% active; AID 624304;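 active = interference check ratio from 0.5 to 1.5 plus GFP to RFP signal ratio inhibition reaching or exceeding a fixed threshold, cut at about 30% in these data, passing the limit was not always enough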; note: some compounds called inactive have numbers as strong as hits
Rpn11 inh: inhibitors of human proteasome Rpn11 | human 26S proteasome, Ub4-pepOG fluorescence polarization; 20S core pre-blocked with epoxomicin | calls only at 20 µM | 360,000 tested, 0.59% active | AID 588493;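 active = inhibition at 20 µM, scaled to each plate's controls, above about 33%, limit read from the data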
Target sequence (O00487 whole entry, looked up): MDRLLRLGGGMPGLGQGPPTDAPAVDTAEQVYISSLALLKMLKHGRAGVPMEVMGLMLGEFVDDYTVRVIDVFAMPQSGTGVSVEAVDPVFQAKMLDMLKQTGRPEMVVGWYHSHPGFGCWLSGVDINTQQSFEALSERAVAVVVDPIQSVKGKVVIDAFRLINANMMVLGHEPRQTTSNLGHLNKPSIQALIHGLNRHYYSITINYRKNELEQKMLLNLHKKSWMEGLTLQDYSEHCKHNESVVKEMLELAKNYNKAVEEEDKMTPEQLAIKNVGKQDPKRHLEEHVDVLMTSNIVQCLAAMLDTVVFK
STEP block: inhibitors of human striatal-enriched phosphatase STEP; P54829; 360,000 tested, 0.25% active; recombinant STEP, OMFP fluorogenic substrate, fluorescence; inhibition, % at 20 µM;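 active = inhibition at 20 µM, scaled per plate between control wells, above about 37%, limit read from the data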;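 note: 0% = DMSO with enzyme and substrate and 100% = substrate only without enzyme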
Target sequence (P54829 whole entry, looked up): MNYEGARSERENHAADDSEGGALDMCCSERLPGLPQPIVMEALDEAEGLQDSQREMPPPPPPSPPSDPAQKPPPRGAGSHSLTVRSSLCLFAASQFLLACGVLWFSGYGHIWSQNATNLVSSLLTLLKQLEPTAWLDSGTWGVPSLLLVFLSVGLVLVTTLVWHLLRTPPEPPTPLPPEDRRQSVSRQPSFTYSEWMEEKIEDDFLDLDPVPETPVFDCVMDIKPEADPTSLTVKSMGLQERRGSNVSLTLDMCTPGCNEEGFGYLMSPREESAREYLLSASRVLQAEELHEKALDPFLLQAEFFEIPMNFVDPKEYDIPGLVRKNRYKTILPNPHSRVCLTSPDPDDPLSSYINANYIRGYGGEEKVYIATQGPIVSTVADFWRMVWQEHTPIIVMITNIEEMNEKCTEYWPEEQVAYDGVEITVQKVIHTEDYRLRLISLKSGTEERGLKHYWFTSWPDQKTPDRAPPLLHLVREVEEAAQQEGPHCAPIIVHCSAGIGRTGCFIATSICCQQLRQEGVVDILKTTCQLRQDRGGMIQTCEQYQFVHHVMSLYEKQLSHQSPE
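Assay system: isolated STEP enzyme. Buffer or medium: pH 6.0 Bis-Tris with DTT and Tween 20. Also added: fluorogenic phosphatase substrate OMFP at 25 µM final. Dosing: 20 µM, 1% DMSO. Timing: 20 min reaction, room temperature, in the dark. Measured by: fluorescence intensity, excitation 480 nm, emission 540 nm. Evaluation: normalized % inhibition.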
NRP1-CendR mod: NRP-1/CendR interaction modulation; O14786; inhibition, % at 25 µM; FAM-RPARPAR peptide binding to NRP-1, fluorescence polarization; 360,000 tested, 0.85% active;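 active = inhibition or corrected inhibition above about 18%, plus a signal ratio from 0.5 to 1.5, limit read from the data, passing the limit was not always enough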; note: strong numbers were not always called active
Scp-1 inhibitor: inhibitors of human Scp-1 phosphatase; AID 493091; Recombinant Scp1, phosphopeptide, malachite green phosphate absorbance; 340,000 tested, 0.88% active; Q9GZU7; inhibition, % at 20 µM;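 active = inhibition above about 50% at 20 µM, limit read from the data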;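 note: plate controls were DMSO wells with enzyme for no effect and wells lacking enzyme for full effect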
Target sequence (Q9GZU7 76-261 limits assumed): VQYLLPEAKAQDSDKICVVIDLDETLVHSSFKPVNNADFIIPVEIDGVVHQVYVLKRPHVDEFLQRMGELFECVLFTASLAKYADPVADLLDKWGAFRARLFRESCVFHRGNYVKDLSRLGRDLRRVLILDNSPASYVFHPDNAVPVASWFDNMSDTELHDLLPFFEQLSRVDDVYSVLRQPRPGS
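Times: enzyme reaction 45 min at room temperature, colour 5 min, stabilisation 30 min. Material: SCP-1 catalytic fragment, aa 76-261. Medium: Acidic Tris acetate buffer with magnesium and detergent. Signal: colorimetric free-phosphate detection, absorbance 630 nm. Read-out basis: % inhibition of SCP-1 phosphate liberation. Reagent: Phosphorylated 17-residue peptide substrate.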
LMPTP inh: LMPTP (human) inhibition. inhibition, % at 20 µM. 360,000 tested, 0.22% active. P24666. recombinant LMPTP-A, OMFP fluorogenic substrate, fluorescence intensity. AID 651560;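 active = compounds that cut the enzyme signal by at least half of the control window in the single-dose screen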;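 note: plate controls were DMSO wells with enzyme plus substrate for no effect and substrate without enzyme for full effect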
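Assay system: LMPTP-A, protein tyrosine phosphatase of low molecular weight / Medium: pH 6.0 Bis-Tris buffer with DTT and Triton X-100 / Schedule: 50 min enzyme reaction at room temperature, protected from light / Measured by: endpoint fluorescence intensity from OMFP dephosphorylation / Read-out basis: % inhibition relative to no-enzyme and uninhibited control wells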
DNMT1 block: DNMT1 (human) enzyme inhibition; DNMT1 molecular beacon, Hinp1I cleavage, fluorescence; inhibition (reported as % activation of signal), % at 10 µM; 360,000 tested, 0.83% active; in the data active = inhibition above about 50%
Numbers without * were called inactive; i = inactive; x = not tested or not shown.

The first 2 records (preview)
SMILES	MT1-MMP act inh	SUMO1 PPI mod	NadD block	SKN-1 block	Rpn11 inh	STEP block	NRP1-CendR mod	Scp-1 inhibitor	LMPTP inh	DNMT1 block
O=C(O)[C@H]1CCCC[C@H]1C(=O)NCCNC(=O)[C@@H]1CCCC[C@@H]1C(=O)O	1	0	-9	14	i	1	8	6	-2.3	2
CCC(CC)C(=O)Nc1cccc(C(=O)Nc2ccc(S(N)(=O)=O)cc2)c1	0	1	-4	1	i	2	13	5	0.1	0

Main list, previewed entries included:
SMILES	MT1-MMP act inh	SUMO1 PPI mod	NadD block	SKN-1 block	Rpn11 inh	STEP block	NRP1-CendR mod	Scp-1 inhibitor	LMPTP inh	DNMT1 block
O=C(O)[C@H]1CCCC[C@H]1C(=O)NCCNC(=O)[C@@H]1CCCC[C@@H]1C(=O)O	1	0	-9	14	i	1	8	6	-2.3	2
CCC(CC)C(=O)Nc1cccc(C(=O)Nc2ccc(S(N)(=O)=O)cc2)c1	0	1	-4	1	i	2	13	5	0.1	0
Cc1nnc(SCC(=O)NCCC2=CCCCC2)[nH]c1=O	-1	10	3	-2	i	10	4	-5	-1.0	6
CSc1nc2nc(C(F)(F)F)cc(-c3ccccc3)n2n1	-17	-12	0	4	i	0	5	1	1.0	0
CCC(=O)c1ccc(OC(C)C(=O)NC2(C#N)CCCCC2)cc1 (stereo not given)	3	2	-2	3	i	-2	5	-12	-1.0	-1
Cc1ccc(SCC(=O)N2CCOCC2)cc1	-12	-2	-1	7	i	-1	12	-7	1.8	-6
CC(C)CN1CC(C)C(=O)N(c2ccccc2)C1=O (stereo not given)	2	0	1	1	i	4	-2	-2	-1.3	5
Nc1nc(N2CCCCC2)nc2ccccc12	-3	-3	-7	-15	i	1	5	-3	1.3	0
C/C(CC(=O)NC(C)C)=N\NC(=O)COc1cc(C)c(Br)cc1Br	-4	4	8	-7	i	-2	7	6	0.2	1
Cc1cc(NC(=O)CSc2nncc(=O)n2N)no1	-2	3	-4	-2	i	1	1	-6	-1.3	0
CC(C)(C)c1ccc(C(=O)O[C@H]2[C@H](Cc3ccccc3)NS(=O)(=O)[C@H]3C[C@@H]4C=C[C@]23O4)cc1	-3	0	21	-5	i	-1	5	-6	0.6	-13
CCC(CC)C(=O)Nc1nnc(SCC(=O)NC2CCCCC2)s1	2	4	-14	5	i	-4	-5	-10	-0.8	3
O=C(CSC1=NS(=O)(=O)c2cc(F)ccc2N1)Nc1ccccc1F	-3	-1	2	20	i	-2	-2	-3	-0.6	11
CCOC(=O)C1CCCN(C(=S)NC2CCCC2)C1 (stereo not given)	0	3	-1	-1	i	8	0	-10	0.1	0
Cc1ccc(-c2nc(CS(=O)(=O)CC(=O)NCCN3CCCC3)c(C)o2)cc1	1	-5	-3	-15	i	0	3	-3	-1.7	-2
O=C(/C=C/c1ccc([N+](=O)[O-])cc1)c1cccs1	0	-19	1	20	i	0	4	-7	-0.2	1
O=C(Nc1ccccc1Cl)NC1(C(=O)NCCCN2CCOCC2)CCCCC1	-13	0	1	-20	i	-1	8	3	-1.2	2
CN(c1ccccc1)S(=O)(=O)c1cccc(C(=O)NNC(=O)c2ccccc2)c1	-4	2	-3	2	i	-2	8	-12	-0.6	3
CN(Cc1ccccc1)C(=O)c1nc2ccccn2c1CN1CCC(N2CCOCC2)CC1	4	2	-8	-5	i	-2	-7	-4	0.6	3
CC(=O)c1ccc(NC(=S)Nc2ccc3[nH]c(=O)[nH]c3c2)cc1	0	2	3	-2	i	-5	1	-6	-1.3	-4
Cc1ccc(C)c(C(=O)COC(=O)c2cccc(N3C(=O)c4c(C)nc5ccccc5c4C3=O)c2)c1	10	-2	7	9	i	-2	-1	4	1.1	-5
CC(=O)c1ccc(OCc2cc(C(=O)N(C)Cc3ccccn3)no2)cc1	-1	-1	-8	3	i	1	17	-15	0.8	-3
CCOC(=O)Sc1nc2ncncc2[nH]1	4	0	0	10	i	2	-10	-5	-3.2	-1
CN(Cc1ccc(Cl)c(Cl)c1)C(=O)C1CC(=O)N(c2ccc3c(c2)OCCO3)C1 (stereo not given)	1	-1	-1	-1	i	1	1	x	0.8	3
CCOC(=O)C1CCCN(C(=O)c2ccc(OC)cc2OC)CC1 (stereo not given)	1	3	-1	19	i	-1	-3	x	-0.9	0
Following part.
SMILES	MT1-MMP act inh	SUMO1 PPI mod	NadD block	SKN-1 block	Rpn11 inh	STEP block	NRP1-CendR mod	Scp-1 inhibitor	LMPTP inh	DNMT1 block
O=C(Nc1ccccc1)c1cc(C2COCCN2C(=O)c2cccs2)on1 (stereo not given)	-3	-3	-10	13	i	0	-2	x	-0.4	2
O=C(Cn1cc(/C=N/NC(=O)c2cccc(C(F)(F)F)c2)c2ccccc21)Nc1ccc(F)cc1	2	0	9	13	i	-2	-10	91*	-2.7	-3
Cc1ccc(OCC(=O)O/N=C(\N)c2ccccn2)cc1C	2	0	-10	11	i	-1	6	-4	0.9	4
CC[N+](CC)(CC#Cc1ccccc1)CC(=O)c1ccc(Cl)cc1	-13	-1	-2	10	i	-4	-4	7	-0.8	-6
O=C(NCc1ccccn1)c1nnc(Cc2ccc(Cl)cc2)o1	6	2	1	0	i	2	6	-3	-1.2	-1
CCN(CC)c1ccc(/C=N/NC(=S)NCc2ccco2)cc1	-3	-6	-2	7	i	0	-18	-6	3.5	-7
CNc1ncnc2c1ncn2[C@H]1CN(Cc2cccs2)C[C@@H](CO)O1	-2	2	1	3	i	-3	-16	x	0.0	4
CSc1ccccc1OCc1cc(C(=O)N2CCC[C@H]2C(N)=O)no1	-1	5	-1	-1	i	-2	9	-16	-1.5	3
Cc1c(C(=O)c2cccc(F)c2)c2ccccn2c1CCC#N	-2	-11	-7	4	i	0	13	-12	-0.2	2
COc1cccc(CN(C)C(=O)CSCC(=O)Nc2cccc(C)c2)c1OC	2	3	-6	0	i	-1	0	-10	-0.6	3
CC(C)[C@H]1COCCS(=O)(=O)N1Cc1cccc(Cl)c1	-2	5	-3	0	i	-3	27*	-3	-0.3	1
COc1ccc(/C=C2/C(=N)N3N=C(CC(=O)N4CCCC4)SC3=NC2=O)cc1	-4	-2	2	-1	i	1	-19	-5	-1.5	0
S=c1[nH]c(-c2ccc(Br)cc2)cn1CCc1ccccc1	1	-12	2	-5	i	1	3	-7	-1.0	1
Cc1cc(C)n2nc(SCc3nnc(-c4cccs4)o3)nc2n1	2	2	-3	0	i	2	-1	-3	-2.2	0
Cc1nc2ccc(NC(=O)CS(=O)(=O)c3ccc(F)cc3)cc2s1	-4	-6	-5	3	i	0	-6	2	1.5	11
Cc1ccc(S(=O)(=O)n2nc(OC(=O)c3cccc(F)c3)cc2N)cc1	2	-3	2	-8	i	1	3	-15	-0.6	4
COc1ccccc1CC(=O)OC(C)C(=O)Nc1ccc(S(=O)(=O)N2CCCCC2)cc1 (stereo not given)	4	3	2	10	i	-2	2	-8	0.2	-5
Nc1c(Cl)cc(-c2csc(NC(CO)c3nc4ccccc4n3CCOCCO)n2)cc1Cl (stereo not given)	-3	-4	7	13	i	29	-13	-1	2.2	-19
Cc1[nH]c2ccccc2c1C(=O)CN1CCCCC1C (stereo not given)	-1	-3	2	7	i	0	15	-4	-0.7	-7
Cn1c(Cc2ccccc2)nnc1SCC(=O)c1ccc(Br)s1	-5	-24	10	14	i	-6	5	0	-2.5	-5
COc1ccc(OC)c(NC(=O)Nc2ccccc2C)c1	0	0	1	4	i	2	9	-3	-2.5	-2
Cc1ccccc1NC(=O)c1cn(-c2ccccc2)nc1-c1ccccc1	-1	-4	0	2	i	2	-3	-8	0.5	1
CCOC(=O)C1CCN(C(=O)c2sc3nc(-c4ccc(F)cc4)cn3c2C)CC1	2	-6	6	-12	i	11	4	-4	0.5	-2
CCCCc1c(O)nc(SCC(=O)N2CCOCC2)[nH]c1=O	9	2	-5	31	i	0	-6	-12	-0.8	1
COc1ccc(C(=O)Nc2cccc(C(=O)N3CCN(C)CC3)c2)cc1	1	-2	-2	-2	i	5	10	-6	-3.5	3
(further entries)
SMILES	MT1-MMP act inh	SUMO1 PPI mod	NadD block	SKN-1 block	Rpn11 inh	STEP block	NRP1-CendR mod	Scp-1 inhibitor	LMPTP inh	DNMT1 block
O=C1NC(=O)C2(COC(c3ccncc3)OC2)S1 (stereo not given)	0	-1	1	11	i	0	7	-1	-3.0	2
COc1cccc(NC(=S)/C(=C(\[O-])c2cc(C)n(-c3ccccc3F)c2C)[n+]2ccc(N(C)C)cc2)c1	-10	-8	3	9	i	8	0	8	2.2	2
CCC(C)NCCOc1cccc(Br)c1 (stereo not given)	3	-2	0	-1	i	2	6	-7	-2.5	3
O=C(Nc1cccc2cccnc12)c1csc([C@@H]2O[C@H](CO)[C@H](O)[C@H](O)[C@H]2O)n1	x	-11	1	0	i	4	-2	x	-0.8	7
CC(=O)c1ccc(C(=O)NC2CCCN(Cc3ccccc3F)C2)s1 (stereo not given)	1	-16	2	15	i	0	12	-12	-0.3	1
COc1ccc(CCC(=O)N2CCN(C3CCCCC3)CC2)cc1	1	2	-3	-7	i	-3	-8	-8	-0.8	-8
Cc1cc(=O)[nH]c2ccc(S(=O)(=O)NCc3ccccc3)cc12	1	9	-6	13	i	3	6	-2	1.8	1
O=C(O)c1ccc(S(=O)(=O)c2ccccc2)cc1	4	-3	3	40*	i	-4	-4	-8	-0.1	2
Cc1cc(Br)ccc1NC(=O)CN(C)C(=O)Cn1c(=O)cnc2ccccc21	2	5	7	-1	i	1	3	96*	-2.0	-1
O=C(Cc1ccccc1)NCCCc1ccccc1	2	0	0	9	i	-4	3	-1	1.4	1
COC(=O)CN(C)C(=O)c1ccc2nc(Cc3cccc(Cl)c3)oc2c1	5	-3	-5	-7	i	1	2	-1	-1.2	-3
CC(C)C[C@H]1CNC(=S)N1CC1CCCN1C[C@H](CC(C)C)N1C[C@H](CC(C)C)N(CC2CCCCCC2)C1=S (stereo not given in full)	-4	-2	10	0	i	1	2	7	0.3	12
O=c1[nH]nc(-c2ccc(F)cc2)cc1Cc1ccccn1	1	-10	-3	10	i	1	13	-15	-1.0	-5
O=C(O)c1ccc(N2Cc3ccccc3C2)cc1O	-2	14	5	-5	i	4	-102	71*	-1.4	8
CC(C)CC(=O)NC1(C(F)(F)F)C(=O)N(Cc2ccccc2)C2=C1C(=O)CC(C)(C)C2 (stereo not given)	0	-4	8	-15	i	0	-6	-2	-2.0	0
O=C1ON=C(c2ccccc2)/C1=C/c1ccc(OS(=O)(=O)c2ccccc2)cc1	-3	19	19	2	i	-3	-7	-2	0.8	1
